PRC2 inh: blocks human EZH2/PRC2 H3K27 methylation | Q15910 | DELFIA TRF, 1 h | inhibition, % at 12.5 µM | 57,000 tested, 0.35% active | AID 651548;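 active = mean inhibition of replicates at least 50% and every single replicate also reaching 50%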;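 also: dimethyl H3K27 on biotinylated H3 21-44 peptide detected by antibody; plate controls were median neutral control wells for no effect and median positive control wells for full effect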
IDH1 mut inh: IDH1 R132H (human) inhibition; O75874; inhibition, % at 10 µM; 70,000 tested, 0.18% active; AID 624101; IDH1 R132H reductase, diaphorase/resazurin fluorescence, 60 min; in the data active = inhibition above about 34%;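 also: 0% = DMSO and 100% = no enzyme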
Target sequence (O75874 whole entry R132H): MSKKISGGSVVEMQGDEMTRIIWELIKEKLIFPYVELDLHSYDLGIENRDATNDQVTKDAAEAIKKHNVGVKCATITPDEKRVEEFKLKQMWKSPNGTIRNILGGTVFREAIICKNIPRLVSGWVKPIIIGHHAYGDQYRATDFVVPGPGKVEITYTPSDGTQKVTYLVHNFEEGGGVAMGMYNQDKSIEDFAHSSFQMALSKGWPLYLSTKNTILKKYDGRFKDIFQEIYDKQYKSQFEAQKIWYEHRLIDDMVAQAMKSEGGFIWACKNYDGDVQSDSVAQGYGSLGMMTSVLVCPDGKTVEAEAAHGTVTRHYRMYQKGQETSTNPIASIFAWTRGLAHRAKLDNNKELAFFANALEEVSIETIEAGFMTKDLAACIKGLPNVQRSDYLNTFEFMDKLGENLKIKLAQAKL
Starred values were filed as active, the others as inactive; / = no result given. These rows are one share of the data; rates above refer to the full screens.

SMILES | PRC2 inh | IDH1 mut inh
Cc1noc(C)c1NC(=O)Nc1cccc2c1O[C@H](CN(C)Cc1ccc(Cl)c(Cl)c1)[C@@H](C)CN([C@@H](C)CO)C2=O | -1 | 2.8
COc1ccccc1CNC(=O)C[C@@H]1C[C@@H]2c3cc(NC(=O)Nc4ccccc4F)ccc3O[C@@H]2[C@H](CO)O1 | -5 | -0.1
C[C@@H]1CN([C@H](C)CO)C(=O)c2cc(-c3ccncc3)cnc2O[C@H]1CN(C)C(=O)c1cccc(F)c1 | / | -0.5
C[C@@H]1CCCCO[C@H](CN(C)C(=O)CCCN(C)C)[C@@H](C)CN([C@H](C)CO)C(=O)c2cc(NS(=O)(=O)c3ccc(Cl)cc3)ccc2O1 | / | 4.5
C[C@@H]1CN([C@@H](C)CO)S(=O)(=O)c2ccc(C3=CCCC3)cc2O[C@@H]1CN(C)C(=O)c1ccccc1 | / | 0.4
Cc1ccc(S(=O)(=O)N(C)C[C@@H]2OCCCC[C@@H](C)Oc3ccc(NS(=O)(=O)c4ccc(Cl)cc4)cc3C(=O)N([C@H](C)CO)C[C@@H]2C)cc1 | / | 2.7
CCC(=O)N(C)C[C@H]1Oc2cc(-c3cncnc3)ccc2S(=O)(=O)N([C@H](C)CO)C[C@@H]1C | 5 | 0.1
C[C@@H]1CN([C@H](C)CO)C(=O)c2cc(NC(=O)C3CCCCC3)ccc2O[C@@H](C)CCCCO[C@@H]1CN(C)C(=O)c1ccncc1 | 31 | 2.3
O=C(N/N=C/c1ccc2c(c1)CCO2)c1ccccc1O | -5 | -0.5
COC(=O)c1ccc(/C=N/NC(=O)c2ccccn2)cc1 | 8 | 0.4
C[C@@H]1CCCCO[C@@H](CN(C)C(=O)C2CCCCC2)[C@@H](C)CN([C@H](C)CO)C(=O)c2cc(NC(=O)Cc3ccccc3)ccc2O1 | / | -2.6
C[C@H](CO)N1C[C@H](C)[C@H](CN(C)C(=O)Nc2ccc(F)cc2)Oc2ccc(NC(=O)CCN3CCOCC3)cc2CC1=O | -8 | 0.6
C=C1C(=O)O[C@H]2C1CC[C@@](C)(O)[C@@H]1C[C@H](O)C(=C)[C@@H]12 (some centres undefined) | -17 | /
CCS(=O)(=O)N(C)C1c2cc(C#N)ccc2OC(C)(C)C1O (centres undefined) | / | 0.6
O=C(Nc1ccccc1F)N[C@@H]1CC[C@@H](CCNS(=O)(=O)c2ccc(F)cc2)O[C@H]1CO | -3 | 0.1
COc1ccc(CN(C)C[C@H]2Oc3ccc(NC(=O)Nc4ccc(OC)cc4)cc3CC(=O)N([C@@H](C)CO)C[C@@H]2C)cc1 | / | 1.1
O=C(N[C@H]1C=C[C@H](CC(=O)N2CCOCC2)O[C@@H]1CO)c1ccccn1 | 0 | -0.2
C[C@@H]1CN([C@H](C)CO)S(=O)(=O)c2ccc(C#CC(C)(C)O)cc2O[C@H]1CN(C)Cc1ccncc1 | -6 | 16
CS(=O)(=O)CCC(C(=O)N1CCOCC1)N1C(=O)c2ccc(Br)cc2C1=O (centres undefined) | 12 | -0.3
COc1ccc(S(=O)(=O)Nc2ccc3c(c2)C(=O)N([C@H](C)CO)C[C@@H](C)[C@@H](CN(C)C)O3)cc1 | -4 | -0.1
C[C@@H]1CN([C@@H](C)CO)S(=O)(=O)c2ccc(-c3ccncc3)cc2O[C@@H]1CN(C)C(=O)c1cccc(F)c1 | 17 | 6.8
CO[C@H]1CN(C)C(=O)c2cc(NC(=O)Nc3ccc(F)cc3)ccc2OC[C@H](C)NC[C@H]1C | -1 | -0.3
C[C@H](CO)N1C[C@H](C)[C@@H](CN(C)Cc2ccncc2)Oc2ncc(C#CC3CCCC3)cc2C1=O | / | -0.2
COc1ccc(CN(C)C[C@@H]2Oc3c(NC(=O)c4cc(C)nn4C)cccc3C(=O)N([C@H](C)CO)C[C@@H]2C)cc1 | / | 1.0
C[C@H]1CN([C@@H](C)CO)C(=O)Cc2cc(NC(=O)CCC(F)(F)F)ccc2O[C@H]1CN(C)C(=O)Nc1cccc2ccccc12 | 6 | -1.7
CC(C)NC(=O)Nc1ccc2c(c1)C(=O)N([C@H](C)CO)C[C@@H](C)[C@H](CN(C)S(=O)(=O)c1cccs1)OCCCC[C@H](C)O2 | / | 0.8
COc1ccc(NC(=O)Nc2ccc3c(c2)[C@H]2C[C@@H](CC(=O)N4CCN(C)CC4)O[C@@H](CO)[C@H]2O3)cc1 | -3 | 0.3
CC(C)NC(=O)N(C)C[C@H]1Oc2ccc(NC(=O)Cn3cnnn3)cc2CC(=O)N([C@@H](C)CO)C[C@H]1C | / | 0.4
CCNC(=O)C[C@@H]1CC[C@H](NC(=O)NC2CCCCC2)[C@@H](CO)O1 | 0 | 0.1
Cc1ccc2oc(-c3ccc(NC(=O)Cn4c(=O)oc5ccccc54)cc3)nc2c1 | -5 | 1.5
C[C@H]1CN([C@@H](C)CO)C(=O)c2cccc(NC(=O)c3cnccn3)c2O[C@H]1CN(C)C(=O)Nc1cccc2ccccc12 | 0 | /
C[C@@H]1CN([C@H](C)CO)C(=O)c2ccccc2-c2ccccc2CO[C@@H]1CN(C)C(=O)Nc1ccnc(N2CCOCC2)c1 | -9 | -0.1
C[C@@H]1CN([C@H](C)CO)C(=O)c2cc(-c3ccc(F)cc3)cnc2O[C@@H]1CN(C)S(C)(=O)=O | / | -0.2
O=C(CCn1cnc2ccccc2c1=O)Nc1cccc(C(=O)c2ccccc2)c1 | -3 | -0.4
CN(CC(=O)Nc1ccccc1-c1ccccc1)S(=O)(=O)c1ccc2ccccc2c1 | 21 | -0.3
COc1ccc(NC(=O)N(C)C[C@@H]2Oc3ncc(C#CC(C)C)cc3C(=O)N([C@@H](C)CO)C[C@H]2C)cc1 | -5 | 2.4
Cc1ccnc(SCC(=O)Nc2cccc3ccccc23)n1 | 11 | 0.2
COc1ccc(S(=O)(=O)N(C)C[C@H]2Oc3ccc(NS(=O)(=O)c4cn(C)cn4)cc3C(=O)N([C@H](C)CO)C[C@H]2C)cc1 | / | 0.3
C/C=C/c1ccc2c(c1)O[C@H](CN(C)C(=O)CN(C)C)[C@H](C)CN([C@@H](C)CO)S2(=O)=O | -10 | -1.1
CCS(=O)(=O)Nc1ccc2c(c1)C(=O)N(C)C[C@H](OC)[C@@H](C)CN(CCC(F)(F)F)[C@@H](C)CO2 | -16 | -0.1
C[C@H](CO)N1C[C@H](C)[C@@H](CN(C)Cc2cccc(F)c2)Oc2ncc(C#C[C@@H](C)O)cc2C1=O | 26 | -1.6
Cn1cnc(S(=O)(=O)N[C@@H]2C=C[C@@H](CC(=O)N3CCN(c4ccccc4)CC3)O[C@@H]2CO)c1 | -9 | 0.0
COc1ccc(S(=O)(=O)N(C)C[C@@H]2Oc3ccc(NS(C)(=O)=O)cc3CC(=O)N([C@H](C)CO)C[C@H]2C)cc1 | / | 0.4
C[C@H]1CCCCO[C@H](CN(C)C(=O)Nc2ccc(F)cc2)[C@@H](C)CN([C@@H](C)CO)C(=O)c2cc(NC(=O)NC3CCCCC3)ccc2O1 | / | 0.5
COCC(=O)N(C)C[C@@H]1Oc2ncc(-c3ccccc3C)cc2C(=O)N([C@H](C)CO)C[C@@H]1C | 6 | -2.1
C[C@H](CO)N1C[C@H](C)[C@H](CN(C)C(=O)Nc2ccc3c(c2)OCO3)Oc2ncc(-c3ccc(F)cc3)cc2C1=O | -9 | 0.0
C/C=C/c1cnc2c(c1)C(=O)N([C@@H](C)CO)C[C@H](C)[C@H](CN(C)C(=O)Cc1cccnc1)O2 | / | 0.2
C[C@@H]1CN([C@H](C)CO)C(=O)c2cc(C#CCc3ccccc3)cnc2O[C@@H]1CN(C)C(=O)C1CCOCC1 | -2 | /
CC(C)NC(=O)N(C)C[C@H]1Oc2c(NC(=O)c3ccc(-c4nccs4)cc3)cccc2C(=O)N([C@H](C)CO)C[C@H]1C | / | -12
Cc1cc(Cl)ccc1OCC(=O)Nc1ccccc1-c1nc2ccccc2s1 | -4 | 0.6
Cc1ccc(C)c(OCC(=O)Nc2c[nH]c(=O)[nH]c2=O)c1 | -3 | -0.2
C[C@H](CO)N1C[C@H](C)[C@H](CN(C)C(=O)Nc2ccccc2)Oc2ncc(-c3cc4ccccc4o3)cc2C1=O | / | -1.4
C[C@@H]1CN([C@H](C)CO)S(=O)(=O)c2ccc(C#Cc3ccccc3F)cc2O[C@@H]1CN(C)CC1CCOCC1 | 5 | /
O=C(Nc1cccc2cccnc12)c1ccccc1S(=O)(=O)c1ccc([N+](=O)[O-])cc1 | 12 | 0.3
C[C@H]1CCCCO[C@@H](CN(C)C(=O)CCCN(C)C)[C@@H](C)CN([C@@H](C)CO)C(=O)c2cc(NC(=O)c3ccncc3)ccc2O1 | / | 1.4
C=CCN1C(=O)[C@@]2(O[C@@H](CCO)[C@H]([Si](C)(C)c3ccc(OC)cc3)[C@H]2C)c2cc(N3CCCCC3=O)ccc21 | 2 | -0.3
CCOC(=O)c1ccc(NC(=O)CSc2nc(C)cc(C(F)(F)F)n2)cc1 | -12 | -0.2
O=C(NC1CCN(Cc2ccccc2)CC1)c1ccc(NS(=O)(=O)c2cccs2)cc1 | -13 | -0.2
C[C@H](O)C#Cc1ccc2c(c1)O[C@@H](CN(C)C)[C@H](C)CN([C@@H](C)CO)S2(=O)=O | / | 0.1
Cc1cc(C(=O)Nc2cccc3c2O[C@@H](CN(C)Cc2ccncc2)[C@@H](C)CN([C@@H](C)CO)C3=O)n(C)n1 | -3 | 3.6

(listing goes on)
SMILES | PRC2 inh | IDH1 mut inh
C[C@@H]1CCCCO[C@@H](CN(C)S(=O)(=O)c2cccs2)[C@H](C)CN([C@@H](C)CO)C(=O)c2cc(NS(C)(=O)=O)ccc2O1 | / | -4.0
Cc1ccccc1-c1cnc2c(c1)C(=O)N([C@@H](C)CO)C[C@H](C)[C@@H](CN(C)Cc1ccccc1F)O2 | -4 | 1.2
COc1cccc(NC(=O)N[C@H]2CC[C@@H](CC(=O)Nc3ccc(-c4ccccc4)cc3)O[C@@H]2CO)c1 | 11 | -0.1
O=C(C[C@H]1C=C[C@@H](NC(=O)c2ccc3c(c2)OCO3)[C@H](CO)O1)NCc1ccc(Cl)cc1 | 1 | 0.1
C[C@@H]1CN([C@@H](C)CO)C(=O)c2cc(NC(=O)Cc3cn(C)c4ccccc34)ccc2O[C@@H]1CN(C)Cc1ccccc1 | -11 | -1.5
C[C@@H]1CN([C@@H](C)CO)C(=O)c2cc(/C=C/c3ccccc3)cnc2O[C@@H]1CN(C)C(=O)Cc1cccnc1 | 17 | 0.3
O=C(O)c1ccc(CSc2nnc(-c3cccnc3)n2-c2ccc(Br)cc2)cc1 | 2 | 1.9
C[C@@H]1CN([C@@H](C)CO)C(=O)c2cc(NC(=O)C3CC3)ccc2O[C@H]1CN(C)Cc1ccc(C(=O)O)cc1 | -4 | -1.3
COc1ccc(NC(=O)N(C)C[C@@H]2OCCCC[C@@H](C)Oc3ccc(NS(=O)(=O)c4ccc(C)cc4)cc3C(=O)N([C@@H](C)CO)C[C@@H]2C)cc1 | / | 2.5
CC(=O)c1cccc(NC(=O)COc2ccccc2C(=O)Nc2ccc3c(c2)oc2ccccc23)c1 | -7 | -0.2
Cc1cc(C)c(C)c(S(=O)(=O)NCc2ccc(C(=O)Nc3ccncc3)cc2)c1C | -1 | 2.4
C[C@H]1CCCCO[C@H](CN(C)Cc2ccc3c(c2)OCO3)[C@@H](C)CN([C@@H](C)CO)C(=O)c2cc(NC(=O)C3CCCCC3)ccc2O1 | / | -0.9
COc1ccc(NC(=O)COc2ccccc2[N+](=O)[O-])cc1Cl | -20 | 0.0
Cc1noc(C)c1NC(=O)N(C)C[C@@H]1OCCCC[C@H](C)Oc2ccc(NS(=O)(=O)c3cccs3)cc2C(=O)N([C@@H](C)CO)C[C@H]1C | / | 2.9
CNC[C@@H]1Oc2ccc(NS(=O)(=O)c3ccccc3)cc2CC(=O)N([C@H](C)CO)C[C@@H]1C | 2 | 1.4
C[C@@H](NC(=O)C[C@H]1C[C@@H]2c3cc(NS(=O)(=O)c4ccc(F)cc4)ccc3O[C@@H]2[C@H](CO)O1)c1ccccc1 | 4 | -0.2
O=C(C[C@@H]1C[C@H]2c3cc(NC(=O)Nc4ccc(C(F)(F)F)cc4)ccc3O[C@H]2[C@H](CO)O1)NCc1ccc2c(c1)OCO2 | -3 | 1.6

Quoted from above, 11 compounds:
SMILES | PRC2 inh | IDH1 mut inh
O=C(O)c1ccc(CSc2nnc(-c3cccnc3)n2-c2ccc(Br)cc2)cc1 | 2 | 1.9
C[C@@H]1CN([C@@H](C)CO)C(=O)c2cc(NC(=O)C3CC3)ccc2O[C@H]1CN(C)Cc1ccc(C(=O)O)cc1 | -4 | -1.3
COc1ccc(NC(=O)N(C)C[C@@H]2OCCCC[C@@H](C)Oc3ccc(NS(=O)(=O)c4ccc(C)cc4)cc3C(=O)N([C@@H](C)CO)C[C@@H]2C)cc1 | / | 2.5
CC(=O)c1cccc(NC(=O)COc2ccccc2C(=O)Nc2ccc3c(c2)oc2ccccc23)c1 | -7 | -0.2
Cc1cc(C)c(C)c(S(=O)(=O)NCc2ccc(C(=O)Nc3ccncc3)cc2)c1C | -1 | 2.4
C[C@H]1CCCCO[C@H](CN(C)Cc2ccc3c(c2)OCO3)[C@@H](C)CN([C@@H](C)CO)C(=O)c2cc(NC(=O)C3CCCCC3)ccc2O1 | / | -0.9
COc1ccc(NC(=O)COc2ccccc2[N+](=O)[O-])cc1Cl | -20 | 0.0
Cc1noc(C)c1NC(=O)N(C)C[C@@H]1OCCCC[C@H](C)Oc2ccc(NS(=O)(=O)c3cccs3)cc2C(=O)N([C@@H](C)CO)C[C@H]1C | / | 2.9
CNC[C@@H]1Oc2ccc(NS(=O)(=O)c3ccccc3)cc2CC(=O)N([C@H](C)CO)C[C@@H]1C | 2 | 1.4
C[C@@H](NC(=O)C[C@H]1C[C@@H]2c3cc(NS(=O)(=O)c4ccc(F)cc4)ccc3O[C@@H]2[C@H](CO)O1)c1ccccc1 | 4 | -0.2
O=C(C[C@@H]1C[C@H]2c3cc(NC(=O)Nc4ccc(C(F)(F)F)cc4)ccc3O[C@H]2[C@H](CO)O1)NCc1ccc2c(c1)OCO2 | -3 | 1.6

Compound activity: PubChem BioAssay, Broad Institute
